Wee1 stabilizer = inhibitors of human Wee1 degradation. reporter increase, % at 5 µM. AID 1321. actives 1.2% (n = 220,000). HeLa Luc-Wee1K328M stability, luciferase luminescence; 100% = proteasome inhibitor MG132 effect. P30291;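 active = activation above the mean of all tested compounds plus 3 SD, set per screening run, cut at about 8.8% in these data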;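 note: cells exposed to compound for 20 h before luminescence read; 0% = DMSO alone and 100% = MG132 at 30 µM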
zfTRPN1 agonist = activates the zebrafish TRPN1 channel. HEK293 zebrafish TRPN1-YFP, Fluo-8 calcium fluorescence; 100% = response to 87 µM carbachol. activation, % at 3 µM. actives 0.18% (n = 220,000);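 active = activation above its plate's cutoff, the mean activation of test wells on that plate plus 3 SD, cut at about 19% in these data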;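 note: 0% = DMSO alone and 100% = 87 µM carbachol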
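Material: zebrafish TRPN1-YFP in HEK293 cells. Doses: one dose of 3 µM, 0.3% DMSO. Incubation: dye 1 h 37 °C plus 30 min RT. Measured by: intracellular calcium fluorescence with Fluo-8.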
PPC-1+TRAIL kill = compounds killing PPC-1 cancer cells with TRAIL present (potentiator screen, no TRAIL-free arm); PPC-1 cells + TRAIL, ATPLite viability luminescence; cell killing (% activity), % at 4 µM; actives 0.41% (n = 220,000);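 active = cell killing above 50% in the first pass at 4 µM, then a duplicate retest at 5 µM averaging 50% or more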;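 note: plate controls were cells with TRAIL plus DMSO for no effect and medium-only wells lacking cells for full effect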
TRPML3 agonist = agonists of human TRPML3 channel. AID 1448. actives 0.29% (n = 220,000). activation, % at 3 µM. Q8TDD5. HEK293 TRPML3-YFP, Fluo-8 calcium fluorescence; 100% = the carbachol control signal;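 active = activation above its plate's cutoff, the mean activation of the plate's test wells plus 3 SD, cut at about 12% in these data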;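 note: 0% = DMSO only wells and 100% = carbachol wells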
Target sequence (Q8TDD5 whole entry, looked up): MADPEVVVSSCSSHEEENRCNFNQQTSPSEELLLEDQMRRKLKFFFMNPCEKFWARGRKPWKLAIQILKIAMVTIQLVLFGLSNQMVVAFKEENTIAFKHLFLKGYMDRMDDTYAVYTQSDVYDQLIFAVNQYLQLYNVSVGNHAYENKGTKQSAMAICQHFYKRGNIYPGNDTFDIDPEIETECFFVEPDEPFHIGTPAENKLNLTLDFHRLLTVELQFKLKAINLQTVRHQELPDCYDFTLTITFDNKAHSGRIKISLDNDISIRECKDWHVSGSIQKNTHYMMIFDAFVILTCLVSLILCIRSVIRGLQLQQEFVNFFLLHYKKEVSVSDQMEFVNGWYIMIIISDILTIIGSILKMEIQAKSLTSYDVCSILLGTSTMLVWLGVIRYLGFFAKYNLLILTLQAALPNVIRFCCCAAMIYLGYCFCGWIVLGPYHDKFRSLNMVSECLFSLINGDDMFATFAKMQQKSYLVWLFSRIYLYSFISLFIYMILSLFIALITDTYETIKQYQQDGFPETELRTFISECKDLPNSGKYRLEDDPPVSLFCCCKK
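system = HEK293 cells stably carrying human TRPML3-YFP | doses = one concentration, 3 µM nominal, 0.3% DMSO | timing = dye loading 1 h 37 °C then 30 min ambient, 125 s read | detection = Fluo-8 calcium dye fluorescence, ex 470-495, em 515-575 nm | benchmarks = high control carbachol 87 µM, low control DMSO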
RBBP9 inh = human RBBP9 hydrolase inhibition. O75884. recombinant RBBP9, FP-Rh probe fluorescence polarization. inhibition, % at 7.94 µM. actives 0.2% (n = 220,000). AID 1515;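 active = inhibition above the campaign mean of all tested compounds plus 3 SD, cut at about 14% in these data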;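 note: plate controls were DMSO wells with RBBP9 for no effect and wells lacking RBBP9 protein for full effect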
Target sequence (O75884 whole entry, looked up): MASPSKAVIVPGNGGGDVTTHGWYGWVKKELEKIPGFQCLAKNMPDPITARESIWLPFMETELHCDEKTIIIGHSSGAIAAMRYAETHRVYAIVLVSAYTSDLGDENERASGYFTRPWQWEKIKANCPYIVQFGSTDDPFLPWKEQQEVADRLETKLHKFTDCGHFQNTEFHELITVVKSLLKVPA
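Measured by: FP readout at 525/598 nm; material: recombinant human RBBP9; also added: Serine-hydrolase probe FP-Rh, 375 nM pre-mixing; medium: Tris buffer pH 8.0, NaCl, Pluronic; replication: one well per compound; doses: one concentration, 7.94 µM nominal, 0.794% DMSO; timing: preincubation 30 min plus labeling 45 min at 25 °C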
CHOP inh = blocks CHOP induction under ER stress; inhibition, % at 10 µM; actives 3.8% (n = 220,000); CHO-K1 CHOP-promoter luciferase, tunicamycin-induced, 15-18 h; AID 2732;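 active = compounds that reduced the stress-induced luciferase reporter signal by more than about 70% of percent inhibition, limit read from the data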;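 note: 0% = tunicamycin plus vehicle and 100% = wells without tunicamycin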
TNF necrop inh = inhibitors of TNF-alpha induced necroptosis in Jurkat FADD-/- cells | Jurkat FADD-/- TNF necroptosis rescue, ATP luminescence, 24 h; 0 = TNF only, 100 = no-TNF cells | activation (protection from cell death), % at 10 µM | actives 0.068% (n = 220,000);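 active = activation, meaning protection from cell death, of at least 50% relative to plate controls; inactive = activation below 50%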;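 note: necroptosis triggered by 40 ng/mL TNF-alpha added together with compound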
Ba/F3 V617F tox = loss of viability in JAK2V617F-driven Ba/F3 cells. Ba/F3 EpoR-JAK2V617F viability, ATP luminescence. inhibition, % at 5.6 µM. actives 1.1% (n = 220,000). AID 1446;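 active = inhibition above the campaign mean plus 3 SD over all tested compounds, cut at about 24% in these data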;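 note: cytokine-independent growth of Ba/F3 cells driven by EpoR plus mutant JAK2; 0% = DMSO-treated cells and 100% = JAK inhibitor I control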
BaF3 parental = counter-screen for JAK2V617F inhibitors: parental Ba/F3 viability inhibitors; AID 1486; actives 1.1% (n = 220,000); CellTiter-Glo ATP luminescence; inhibition, % at 5.6 µM;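 active = inhibition above a per-campaign cutoff, the mean inhibition of all tested compounds plus 3 SD, cut at about 27% in these data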;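 note: 0% = DMSO wells and 100% = JAK Inhibitor I control wells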
* hit, by the source's call; [ ] = dose if it differs, or a comment.

SMILES	Wee1 stabilizer	zfTRPN1 agonist	PPC-1+TRAIL kill	TRPML3 agonist	RBBP9 inh	CHOP inh	TNF necrop inh	Ba/F3 V617F tox	BaF3 parental
COC(=O)CSc1nc2ccccc2o1	-3	0.7	11	0.2	-12	27	1.2	-3	-1
Cc1ccc(Nc2nnc(SCC(=O)c3cc4ccccc4o3)s2)cc1C	2	-0.9	20	0.3	-7	46	0.4	-1	2
CCCN1C2CCCC1CC(NC(=O)Nc1ccc(C(C)C)cc1)C2 (configuration not stated)	0	0.1	20	0.1	0	33	-0.2	1	11
Cc1ccc(N2CN=C(c3ccccc3)NC2=S)cc1	2	1.2	34	0.0	4	-13	-2.0	7	9
CCCCCCCCSc1nnc2[nH]c(=O)cc(N)n12	0	0.5	0	0.7	-12	21	-0.6	1	6
CC(=O)NCCc1cc2ccc(C)cc2[nH]c1=O	-3	1.0	-20	1.1	-5	14	0.6	-4	0
COc1ccc(N(C(=O)C(C)C)S(=O)(=O)c2cccc([N+](=O)[O-])c2)cc1	3	-2.9	24	-0.8	-10	-11	1.4	-2	6
Cc1ccc(C(=O)NS(=O)(=O)c2ccc(C)cc2)cc1	-1	1.5	19	0.1	-3	11	3.1	-3	-3
CC(C)(C)NC(=O)CSc1nnc(-c2ccncc2)n1Cc1ccccc1	-2	-0.6	28	0.0	-4	12	0.4	0	6
CN(C(=O)CSc1nnc(-c2ccccc2)c(-c2ccccc2)n1)C1CCS(=O)(=O)C1 (configuration not stated)	2	-0.1	5	-0.1	-7	13	0.1	2	4
COc1ccc(C(C)(C)C)cc1NC(=O)COC(=O)c1ncc(Cl)c(Cl)c1Cl	3	4.6	-8	0.7	-11	8	2.2	-4	-1
COc1cc([N+](=O)[O-])ccc1NC(=S)N1CCN(c2ccccn2)CC1	-1	0.0	2	1.1	7	-11	1.4	1	9
N#Cc1cnn(-c2ccccc2)c1N	-1	-0.5	-3	-0.1	-1	7	-0.9	4	3
CC(C)CC(NC(N)=O)C(=O)OCC(=O)NC(=O)NC1CCCC1 (configuration not stated)	-2	2.2	1	0.3	-7	31	-1.6	1	5
CCc1ccc(NC(=O)C(C)OC(=O)c2cccc(S(=O)(=O)N3CCc4ccccc4C3)c2)cc1 (configuration not stated)	-3	-0.3	19	-0.2	-8	28	3.3	-2	1
CCOC(=O)C1(CCCc2ccccc2)CCN(C(=O)c2ccoc2)CC1	2	-1.2	4	-0.2	-2	18	1.3	-2	6
CS(=O)(=O)c1sc(C(=O)NC(=S)Nc2ccc(OC(F)(F)F)cc2)c2c1C=CCC2	3	1.6	14	1.7	-4	-22	-1.4	-2	-1
CC(=O)c1csc(COc2ccc(Cl)cc2)n1	-1	1.3	6	1.2	-4	-10	2.6	-4	0
O=S(=O)(Nc1nc2ccccc2s1)c1ccc(Cl)s1	-2	-1.9	-13	0.0	-4	43	1.7	-4	1
COCCNC(=O)CSCc1nc(-c2ccc(SC)cc2)oc1C	1	0.4	0	0.1	7	66	-0.6	-2	2

Some of the entries above, set out differently:
Fields: Wee1 stabilizer	zfTRPN1 agonist	PPC-1+TRAIL kill	TRPML3 agonist	RBBP9 inh	CHOP inh	TNF necrop inh	Ba/F3 V617F tox	BaF3 parental
> COC(=O)CSc1nc2ccccc2o1
  -3	0.7	11	0.2	-12	27	1.2	-3	-1
> Cc1ccc(Nc2nnc(SCC(=O)c3cc4ccccc4o3)s2)cc1C
  2	-0.9	20	0.3	-7	46	0.4	-1	2
> CCCN1C2CCCC1CC(NC(=O)Nc1ccc(C(C)C)cc1)C2 (configuration not stated)
  0	0.1	20	0.1	0	33	-0.2	1	11

The list goes on.
SMILES	Wee1 stabilizer	zfTRPN1 agonist	PPC-1+TRAIL kill	TRPML3 agonist	RBBP9 inh	CHOP inh	TNF necrop inh	Ba/F3 V617F tox	BaF3 parental
CCOC(=O)[C@H](CCc1ccccc1)N[C@@H](C)C(=O)N1CCC[C@H]1C(=O)O	-2	0.3	0	0.9	-8	-3	-0.1	-4	2
O=C(Nc1cccc(C(F)(F)F)c1)c1cccnc1	1	-0.9	21	0.4	-6	6	-1.6	0	4
CCCOC(=O)c1ccc(NC(=O)c2c(Cl)ccc(Cl)c2OC)cc1	-2	-0.2	3	0.2	-10	32	3.7	3	3
COc1cc(C(=O)Nc2ccc3c(c2)OCCO3)ccc1OC(F)F	1	2.4	22	0.5	-9	25	-2.8	0	5
CC1=NN(C(=O)COc2ccccc2)C(O)(c2cccnc2)C1 (configuration not stated)	-2	0.9	10	0.9	-3	-1	0.2	-1	10
Cc1cc(C)c(C(=O)/C=C/c2ccco2)c(=O)[nH]1	-3	0.9	6	1.4	-3	23	-0.2	-3	0
Cc1ccnc(NS(=O)(=O)c2ccc(N)cc2)n1	-2	1.0	8	-0.3	-2	10	-0.9	-1	-1
OCCn1c(Cl)nc2ccccc21	-1	1.9	-5	0.7	-2	-8	-0.4	0	4
CC(C)CN(CC(C)C)C(=O)C12CCC(C)(C(=O)C1)C2(C)C (configuration not stated)	2	1.9	18	0.3	6	40	-1.6	-1	6
C/C(Cn1nc([N+](=O)[O-])cc1C)=N\NC(=O)c1ccc(O)cc1O	3	-1.2	3	-0.5	-1	-22	-0.7	-4	5
O=C(COc1cccc(Cl)c1)Nc1nc(-c2ccc(S(=O)(=O)N3CCOCC3)cc2)cs1	4	0.6	38	-0.1	-13	51	-7.8	0	3
Cc1ccc(N=C/C(C(=O)C(F)(F)F)=C(\O)c2cccs2)cc1	-2	0.9	29[5 µM]	1.1	-8	-10	-6.2	0	1
O=C(Nc1ccon1)c1csc2ccccc12	-1	-1.1	18	-0.9	-8	38	-1.9	-2	6
CC1c2ccccc2SC(CCCN(C)C)c2ccccc21 (configuration not stated)	-4	0.5	30	1.4	-3	-15	1.5	1	6
COc1cc(/C=C/C(=O)Nc2nnc(CC(C)C)s2)cc(OC)c1OC	2	-2.5	9	0.7	-9	90*	3.9	-3	1
COc1ccc(/C(C)=N/N=C(\C)c2ccc(OC)cc2OC)c(OC)c1	1	0.7	4	1.0	0	0	2.1	-1	7
Cc1ccccc1Nc1c(-c2cccnc2)nc2ccccn12	-4	0.9	10	-0.1	-11	-11	-9.9	3	4
Cc1ccc(OCC(=O)N2CCc3ccccc32)c([N+](=O)[O-])n1	-2	-0.5	9	-0.7	-7	-8	0.4	5	11
COc1ccc(OC(=O)CCN2C(=O)C3C4C=CC(C4)C3C2=O)cc1 (configuration not stated)	-1	0.2	30	1.2	1	3	-0.8	-2	5
CCc1nnc(NC(=O)C2CC(=O)N(c3ccc4c(c3)OCCO4)C2)s1 (configuration not stated)	1	1.6	19	1.1	-3	12	1.7	-4	2
N/C(=N\OC(=O)c1ccc(=O)n(Cc2ccc(Cl)cc2)c1)c1ccccn1	11*	1.9	1	1.9	-8	36	0.2	0	2
Cc1cccc(Oc2coc3cc(OC(=O)c4cc5ccccc5oc4=O)ccc3c2=O)c1	2	1.7	11	0.0	-5	-21	-6.7	-3	2
Clc1ccc2nc(CN3CCCc4ccccc43)cn2c1	-3	-1.5	12	-0.8	-5	68	3.7	4	2
CCN(CC)S(=O)(=O)c1ccc(NC(=O)c2ccc(Cl)nc2)cc1	5	6.9	20	3.8	2	7	2.6	0	-4
Cc1ccc(Cn2nnc3c(=O)n(CC(=O)c4ccccc4)cnc32)cc1	2	0.4	20	0.5	-11	25	-0.3	-1	4
C=CCOc1nc2c(c(=O)n(C)c(=O)n2C)n1Cc1ccc(Cl)cc1Cl	-1	0.3	3	0.0	-3	93*	2.7	0	3
Cc1ccc(NC(=O)N2CCN(Cc3ccc4c(c3)OCO4)CC2)cc1	0	-0.6	17	0.0	1	6	-0.4	-1	3
COC(=O)N/N=C(\C)c1ccccc1Br	7	-0.3	26	0.9	-2	-14	0.0	-2	0
CCOC(=O)CSC1=NC(=O)CS1	-2	0.4	10	1.6	5	53	-0.5	-2	2

In a second layout: three of the compounds above.
> Cc1ccc(Cn2nnc3c(=O)n(CC(=O)c4ccccc4)cnc32)cc1
  Wee1 stabilizer: 2 | zfTRPN1 agonist: 0.4 | PPC-1+TRAIL kill: 20 | TRPML3 agonist: 0.5 | RBBP9 inh: -11 | CHOP inh: 25 | TNF necrop inh: -0.3 | Ba/F3 V617F tox: -1 | BaF3 parental: 4
> Cc1cccc(Oc2coc3cc(OC(=O)c4cc5ccccc5oc4=O)ccc3c2=O)c1
  Wee1 stabilizer: 2 | zfTRPN1 agonist: 1.7 | PPC-1+TRAIL kill: 11 | TRPML3 agonist: 0.0 | RBBP9 inh: -5 | CHOP inh: -21 | TNF necrop inh: -6.7 | Ba/F3 V617F tox: -3 | BaF3 parental: 2
> COC(=O)N/N=C(\C)c1ccccc1Br
  Wee1 stabilizer: 7 | zfTRPN1 agonist: -0.3 | PPC-1+TRAIL kill: 26 | TRPML3 agonist: 0.9 | RBBP9 inh: -2 | CHOP inh: -14 | TNF necrop inh: 0.0 | Ba/F3 V617F tox: -2 | BaF3 parental: 0

Random excerpt: 4 entries already listed.
SMILES	Wee1 stabilizer	zfTRPN1 agonist	PPC-1+TRAIL kill	TRPML3 agonist	RBBP9 inh	CHOP inh	TNF necrop inh	Ba/F3 V617F tox	BaF3 parental
Cc1cccc(Oc2coc3cc(OC(=O)c4cc5ccccc5oc4=O)ccc3c2=O)c1	2	1.7	11	0.0	-5	-21	-6.7	-3	2
N/C(=N\OC(=O)c1ccc(=O)n(Cc2ccc(Cl)cc2)c1)c1ccccn1	11*	1.9	1	1.9	-8	36	0.2	0	2
Cc1ccc(Cn2nnc3c(=O)n(CC(=O)c4ccccc4)cnc32)cc1	2	0.4	20	0.5	-11	25	-0.3	-1	4
CCN(CC)S(=O)(=O)c1ccc(NC(=O)c2ccc(Cl)nc2)cc1	5	6.9	20	3.8	2	7	2.6	0	-4

Compound activity from PubChem BioAssay.
